# AmpC inh no detg = qHTS Inhibitors of AmpC Beta-Lactamase (assay without detergent); P00811; AmpC nitrocefin hydrolysis, absorbance 480 nm, 0.0001% Triton; Potency, µM (doses to about 57.1 µM), without a hit: top-dose activity change, negative = inhibition, hits mostly inhibitors; 0.52% of 330,000 active; AID 485341, 2010;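 also: potency is read from the fitted curve at half-maximal effect; plate controls were no compound for no effect and no enzyme for full effect; nearly all actives have a fitted effect of over 20% in size; some results filed as inactive show a strong effect at the top dose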
# Target sequence (P00811 whole entry, looked up): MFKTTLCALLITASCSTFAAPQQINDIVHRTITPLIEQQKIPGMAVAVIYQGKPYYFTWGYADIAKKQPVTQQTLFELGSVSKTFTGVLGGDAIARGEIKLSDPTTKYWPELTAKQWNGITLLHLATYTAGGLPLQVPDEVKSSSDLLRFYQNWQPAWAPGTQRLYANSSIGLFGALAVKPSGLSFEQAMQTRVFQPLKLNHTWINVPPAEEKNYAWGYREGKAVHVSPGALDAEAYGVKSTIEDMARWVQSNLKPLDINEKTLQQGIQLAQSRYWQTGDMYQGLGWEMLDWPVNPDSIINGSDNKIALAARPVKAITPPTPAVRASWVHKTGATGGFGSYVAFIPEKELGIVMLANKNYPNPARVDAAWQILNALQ
#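 AmpC (5.3 nM in the dispensed reagent) in 20 mM phosphate pH 7.0 with 0.01% (detergent screen) or 0.0001% Triton X-100 was preincubated with compounds for 15 min at room temperature. Nitrocefin was then added from an 800 uM solution, and hydrolysis was followed at 480 nm.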
# AmpC detergent = qHTS Inhibitors of AmpC Beta-Lactamase (assay with detergent) | AID 485294, 2010 | P00811 | 0.041% of 370,000 active | Potency, µM (titrated, usually from 114 µM), inactives show at the highest dose activity change, negative = inhibition, most hits filed as inhibitors | AmpC hydrolysis of nitrocefin, absorbance 480 nm, 0.01% Triton;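 also: potency is read from the fitted curve at half-maximal effect; 0% = no-compound wells and -100% = no-enzyme wells; nearly all actives have a fitted effect of over 25% in size; some results filed as inactive show a strong effect at the top dose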
#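 AmpC (5.3 nM in the dispensed reagent) in 20 mM phosphate pH 7.0 with 0.01% (detergent screen) or 0.0001% Triton X-100 was preincubated with compounds for 15 min at room temperature. Nitrocefin was then added from an 800 uM solution, and hydrolysis was followed at 480 nm.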
# FBPA Giardia inh = qHTS Assay for Inhibitors of Fructose-1,6-bisphosphate Aldolase from Giardia Lamblia; A8B2U2; Potency, µM (top dose mostly 59.6 µM), for the others: at the top dose activity, negative = inhibition, usual class: inhibitors; 0.71% of 290,000 active; purified Giardia FBPA; also: potency is read from the fitted curve at half-maximal effect; nearly all actives have a fitted effect of over 55% in size
# Target sequence (A8B2U2 whole entry, looked up): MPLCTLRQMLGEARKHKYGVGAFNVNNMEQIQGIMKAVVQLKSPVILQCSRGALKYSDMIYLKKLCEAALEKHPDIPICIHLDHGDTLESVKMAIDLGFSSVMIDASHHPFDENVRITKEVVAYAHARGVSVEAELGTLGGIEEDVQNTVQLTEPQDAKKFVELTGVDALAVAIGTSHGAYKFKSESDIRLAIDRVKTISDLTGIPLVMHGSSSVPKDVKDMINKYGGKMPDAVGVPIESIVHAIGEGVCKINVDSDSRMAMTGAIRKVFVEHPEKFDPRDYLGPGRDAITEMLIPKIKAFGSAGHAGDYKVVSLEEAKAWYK
#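 40 nM FBPA preincubated 10 min at RT with compound (up to 57.5 uM final), then substrate plus GAPDH/TPI/NAD/arsenate coupling and diaphorase/resazurin added. Fluorescence read after 20 min at RT, 525/598 nm.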
# HCMV antiviral = qHTS Assay for inhibitors of the human cytomegalovirus (HCMV); AID 1259415, 2018; activity change, negative = inhibition, % at 57.5 µM; HFF cells, HCMV-luciferase reporter, 72 h; stronger effect = lower value; 4.5% of 410,000 active; in the data active = activity change below about -60%; inconclusive = no clear call, values can overlap the other calls; inactive = above about -39%
#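 Luciferase read-out from HCMV-luciferase-infected HFFs (MOI 1 PFU/cell) 72 h post infection at 37C; compounds added after 16 h cell attachment; activity normalized between buffer-only basal and Salinomycin (10uM) inhibitor controls.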
# Sm TGR block = qHTS Assay for the Inhibitors of Schistosoma Mansoni Peroxiredoxins. purified TGR, DTNB reduction, TNB absorbance 405 nm. 3% of 360,000 active. Schistosoma mansoni thioredoxin glutathione reductase (TGR), Q962Y6. Potency, µM (highest dose often 114 µM), inactives show at the highest dose activity change, negative = inhibition, hits mostly inhibitors; also: potency is read from the fitted curve at half-maximal effect; nearly all actives have a fitted effect of over 60% in size
#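 Kinetic colorimetric format: TGR-catalysed, NADPH-driven DTNB reduction monitored via TNB absorbance. Enzyme dispensed at 20 nM; compound exposure 15 min at room temperature before reaction start.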
# AMA1-RON2 inh = qHTS for Inhibitors of AMA1-RON; Towards Development of Antimalarial Drug Lead: Primary Screen; AlphaScreen AMA1-biotinylated RON2 peptide binding; Plasmodium falciparum AMA1 (3D7) - RON2 peptide interaction; AID 720542, 2013; Potency, µM (doses to about 58.2 µM), without a hit: at the highest dose activity change, negative = inhibition, actives largely listed as inhibitors; 0.2% of 360,000 active;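 also: potency is read from the fitted curve at half-maximal effect; 0% = vehicle wells and -100% = peptide control; nearly all actives have a fitted effect of over 45% in size; some results filed as inactive show a strong effect at the top dose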
#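 AMA1 (3D7) with his tag at 25 nM final met compounds first, then biotinylated RON2 peptide at 25 nM; detection used donor plus acceptor beads, 10 µg/mL apiece, read by AlphaScreen after 30 min at room temperature.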
# Active calls of the source: *; ? = inconclusive; . = no result given; [ ] = remark or other dose. Unless noted, calls follow the shape of the dose curve; as a rule, active = well fitted curve in the direction sought with a large enough effect; inconclusive = small, poorly fitted or top-dose-only effect, or another doubt; inactive = no such curve, though single readings can be large; an effect the other way counts as inactive or inconclusive. Unless noted, % is scaled to controls: 0 for no effect and ±100 for the full control effect.
SMILES,AmpC inh no detg,AmpC detergent,FBPA Giardia inh,HCMV antiviral,Sm TGR block,AMA1-RON2 inh
CCc1ccc(NS(=O)(=O)c2ccc(OC)c(C)c2)cc1,-31%,-6%,5%,-13,0%,1%
O=C1C=C(c2cccc(CO)c2)C[C@@H](c2ccc(Cl)cc2)C1,40%,1%,.,-1,15%,7%
C=CCn1c(C)c(C(C)=O)c(N2CCOCC2)nc1=S,-21%,8%,-19%,-8,49%[activator],-7%
O=C(CCc1nc2ccccc2s1)c1ccccc1,-19%,-20%,-13%,23,-8%,0%
Cc1nnc(SCCN2C(=O)c3ccccc3C2=O)[nH]c1=O,-20%,-12%,-7%,-9,2%,11%
CC1(C)CC(=O)C(CCC(=O)c2ccccc2)C(C)(C)N1 (stereo not drawn),-10%,1%,2%,17,0%,-5%
Nc1ccc(C(=O)N/N=C/c2cn(Cc3ccccc3F)c3ccccc23)cc1,-24%,?,-1%,1,1%,58%[activator]
CSc1ccc(CCNC(=O)CN2C(=O)CCSc3ccccc32)cc1,67%[activator],-1%,4%,-36,1%,4%
COc1ccc(OC)c(C(=O)CSc2nc3ccccc3n2CC(=O)NC(C)(C)C)c1,-10%,?,-1%,20,-4%,-3%
CCCc1cc(=O)[nH]c(SCC(=O)Nc2ccc(C)cc2)n1,-15%,-2%,3%,-39,21%,-12%
O=C(CNS(=O)(=O)c1ccc2ccccc2c1)OCC(=O)c1ccc(Br)s1,-45%,8%,-1%,-21,-2%,-2%
CCCN(CC(=O)Nc1ccccc1C)C(=O)C1CC(=O)N(c2ccc(C)cc2)C1 (stereo not drawn),31%,-13%,.,-14,0%,-5%
COc1ccc(C(Nc2ccc(S(=O)(=O)N3CCOCC3)cc2)C(=O)NCCC(C)C)cc1OC (stereo not drawn),100%[activator],2%,0%,-28,0%,2%
CCCC(C)CO (stereo not drawn),3%,0%,.,-12,-1%,5%
COc1cc(C2c3c(oc4ccccc4c3=O)C(=O)N2Cc2ccncc2)ccc1O (stereo not drawn),-7%,-2%,?,15,0%,-4%
CCOc1ccc(-c2cc(C)[n+](CCN3CCOCC3)c(-c3ccc(OCC)cc3)c2)cc1,74%[activator],5%,-1%,-82*,6%,-14%
CC1(O)CCN2C(=O)CCc3cccc1c32 (stereo not drawn),-20%,-1%,.,-61*,-19%,-13%
Cc1ccc(CN2C(=O)c3ccccc3Sc3ccc(C(=O)N4CCC5(CC4)OCCO5)cc32)cc1,.,10%,.,?,-7%,.
O=C(NCc1nnc(SCC(=O)N2CCCc3ccccc32)o1)c1ccccc1F,-8%,3%,3%,-30,5%,18%
CCOC(=O)C(C)Sc1nc(-c2ccccc2)nc2ccccc12 (stereo not drawn),-25%,-9%,-6%,-23,5%,20%
COCn1ccnc1C(O)(c1ccc(OC)cc1)c1ccc(OC)cc1,5%,?,-3%,-1,-5%,-2%
COc1cc(C2SC(C)C(=O)N2CCc2ccccc2)cc(OC)c1OC (stereo not drawn),71%[activator],-1%,1%,51,-13%,-1%
O=C(CSc1nnc(CN2CCCC2)n1-c1ccccc1)c1ccc2c(c1)OCO2,70%[activator],.,.,20,.,-2%
O=C(CSc1ncnc2c1nnn2Cc1ccccc1F)NCC1CCCO1 (stereo not drawn),-3%,0%,3%,?,5%,9%
CCCCn1c(SCC(=O)N(CC)C2CCS(=O)(=O)C2)nnc1C(CC)N(C)C (stereo not drawn),23%,?,8%,10,4%,26%
SMILES,AmpC inh no detg,AmpC detergent,FBPA Giardia inh,HCMV antiviral,Sm TGR block,AMA1-RON2 inh
CCOC(=O)C1=C(C)NC(C)=C(C(=O)OCC)C1C(=O)OCC(=O)N(CC)C1CCS(=O)(=O)C1 (stereo not drawn),15%,3%,2%,-37,-13%,3%
CCNC(=O)NNC(=O)C1CC(c2cccnc2)=NO1 (stereo not drawn),3%,3%,0%,-5,.,-1%
CCCCn1c(SCC(=O)Nc2ccccc2C(F)(F)F)nc2ccsc2c1=O,-17%,3%,19%,-6,-25%,-6%
Cn1/c(=N/N=C/c2ccc(N3CCOCC3)cc2)sc2ccccc21,2%,1%,-17%,29,-11%,-1%
CCCn1nc(C(=O)OCC(=O)Nc2cccc(S(N)(=O)=O)c2)c2ccccc2c1=O,-38%,0%,-1%,-39,1%,-17%
CCOc1ccc(N2CC(NC(=O)c3ccc4ccccc4c3)CC2=O)cc1 (stereo not drawn),-14%,0%,.,?,-1%,-6%
Cc1cc(F)ccc1NC(=O)CCc1ccc(S(=O)(=O)N2CCOCC2)cc1,-8%,4%,.,-6,-8%,-5%
Cc1ccc(C)c(N2CCN(Cc3csc(C)c3)CC2)c1,.,-9%,.,-27,0%,.
Cc1ccc(S(=O)(=O)NC2OC(=O)C(Cl)=C2Cl)cc1 (stereo not drawn),-27%,1%,0%,44,2.8µM*,40%[activator]
CC(=O)c1nn(-c2cccc(Br)c2)cc1C(=O)c1ccc2ccccc2c1,-16%,?,-1%,21,2%,-1%
CNC(=O)N(C)c1ccc(C(O)(C(=O)OC)C(F)(F)F)cc1 (stereo not drawn),0%,0%,0%,-15,2%,-3%
O=C(Cc1ccc(Cl)cc1)NC(=S)Nc1ccccc1N1CCOCC1,-27%,-11%,0%,6,?,14%
COCCCNC1=C(Cl)C(=O)c2ccccc2C1=O,-13%,-1%,-12%,-22,-32%,10%
Cc1ccc(Cl)c2sc(NC(=O)C3CC3)nc12,-21%,-10%,6%,-5,6%,13%
COC(=O)c1sccc1-c1ccc(/C=N/OC(=O)c2ccccc2)o1,-24%,3%,1%,-4,-5%,12%
CCCCn1nnnc1SCC(=O)Nc1ccc(F)cc1,-15%,-17%,1%,17,6%,1%
CN1CCN(Cc2nc3ccccc3c(=O)n2Cc2nc(-c3ccc([N+](=O)[O-])cc3)cs2)CC1,216%[activator],-9%,-19%,?,-5%,?
CC(C)C(=O)Nc1ccc(NC(=O)c2ccccc2Cl)nc1,-19%,-1%,-9%,57,1%,16%
CC1CCN(C(=O)COC(=O)c2n[nH]c(=O)c3ccccc23)CC1,-10%,-1%,.,1,-1%,11%
CCCC(=O)Nc1sc2c(c1C#N)CCCC2,-9%,4%,-6%,-4,5%,-8%
CCOC(=O)c1ccccc1NC(=O)COC(=O)c1c(CC)noc1C,?,?,.,7,-4%,8%
CS(=O)(=O)c1ccc(N2CCN(C3CC(=O)NC3=O)CC2)cc1 (stereo not drawn),-13%,-12%,0%,35,-13%,5%
COC(=O)CNC(=O)c1sc2ncn(CC(=O)Nc3ccc(C)c(Cl)c3)c(=O)c2c1C,52%,-3%,-6%,?,-4%,0%
COc1ccc(OCc2nnc(SCC(=O)NCC3CCCO3)n2N)cc1 (stereo not drawn),-21%,.,.,-26,.,-14%
Cc1cc(C(=O)N/N=C/c2c(C)nn(-c3ccccc3)c2C)c(C)o1,7%,-8%,-2%,24,-32%,4%

# Single records, as listed above.
# Results for CC1(O)CCN2C(=O)CCc3cccc1c32 (stereo not drawn) : AmpC inh no detg: -20%; AmpC detergent: -1%; FBPA Giardia inh: .; HCMV antiviral: -61*; Sm TGR block: -19%; AMA1-RON2 inh: -13%
# Results for Cc1nnc(SCCN2C(=O)c3ccccc3C2=O)[nH]c1=O : AmpC inh no detg: -20%; AmpC detergent: -12%; FBPA Giardia inh: -7%; HCMV antiviral: -9; Sm TGR block: 2%; AMA1-RON2 inh: 11%
# Results for COc1ccc(OC)c(C(=O)CSc2nc3ccccc3n2CC(=O)NC(C)(C)C)c1 : AmpC inh no detg: -10%; AmpC detergent: ?; FBPA Giardia inh: -1%; HCMV antiviral: 20; Sm TGR block: -4%; AMA1-RON2 inh: -3%

# Individual results from the entries so far:
# Result for `Cc1ccc(Cl)c2sc(NC(=O)C3CC3)nc12` under AmpC inh no detg: -21%
# Result for `CCc1ccc(NS(=O)(=O)c2ccc(OC)c(C)c2)cc1` under AmpC detergent: -6%

# Remaining list, next part.
SMILES,AmpC inh no detg,AmpC detergent,FBPA Giardia inh,HCMV antiviral,Sm TGR block,AMA1-RON2 inh
COc1ccc2c(c1)CCc1c(C(=O)N3CCOCC3)noc1-2,13%,2%,13%,87,-2%,-8%
Cc1ccc(NC(=O)NC(=O)COc2c(F)c(F)cc(F)c2F)c(C)c1,-14%,.,.,-32,.,-1%
CCOC(=O)/C=C1/N(C)c2ccccc2C1(C)C,-4%,2%,-5%,-30,0%,8%
OCCNNC(=S)NC1CC2C=CC1C2 (stereo not drawn),0%,-6%,-3%,-4,-4%,38%
O=C(Cc1c(F)cccc1Cl)N(Cc1ccccc1)c1ccccn1,-3%,6%,9%,108,7%,-9%
COc1cccc(OC)c1CN1CCCC(C(=O)c2cccc(Cl)c2)C1 (stereo not drawn),-2%,-4%,3%,-34,10%,-10%
CCc1c(C)nc2c(C#N)c(C)[nH]n2c1=O,-9%,?,-8%,15,-27%,-11%
COC(=O)c1[nH]c2ccccc2c1NC(=O)CN1CCCCCC1,86%[activator],3%,12%,-8,-3%,9%
Cc1ccc(/C=C/C(=O)NC(=S)Nc2ccccc2C(=O)NC2CCCCC2)cc1,-46%,-3%,3%,-36,10%,13%
COc1ccccc1CNC(=O)COn1nnc2ccc(S(=O)(=O)N3CCOCC3)cc21,-1%,-7%,.,-18,-5%,2%
CN(C1CCS(=O)(=O)C1)S(=O)C12CC3CC(CC(C3)C1)C2 (stereo not drawn),-10%,-5%,0%,-1,-9%,-4%
CC[n+]1c(/C=C/c2c[nH]c3ccccc23)ccc2cc(C)ccc21,-15%,2%,-10%,-99*,-11%,-3%
CCCNC(=O)CN(C)C(=O)c1n[nH]c2ccccc12,-22%,-14%,-1%,74,-4%[11.4 µM],0%
CC(C)c1ccc(-c2c(C#N)c(N)nc(SCC(=O)N3CCCCCC3)c2C#N)cc1,-20%,?,6%,43,-14%,9%
C=CCC1CCCCC12NC(=O)N(c1ccccc1)N2 (stereo not drawn),-10%,5%,1%,18,-12%,3%
N#C/C=C\Oc1ccc(Cl)cc1N,-20%,-27%,?,-18,?,9%
O=C1CCC(C(=O)N2CCC(CCO)CC2)CN1Cc1ccc(Cl)cc1 (stereo not drawn),0%,-16%,1%,33,-24%,12%
CCCCOC(=O)C1=C(C)NC2(O)c3ccccc3C(=O)C12O (stereo not drawn),-8%,?,-10%,-9,-11%,8%
COc1ccc(/C=C/C(=O)ONC2=NCCCCC2)cc1OC,-27%,6%,1%,52,4%,7%
CN(C)/C=C/C(=O)C(F)(F)F,-18%,-10%,0%,-17,-7%,3%
Cc1cc(=O)n2nc(N3CCCC(C(=O)NCc4ccccc4Cl)C3)sc2n1 (stereo not drawn),27%,3%,.,-25,-6%,8%
Cc1cccc(C(=O)O/N=C(\c2ccccc2)c2cccnc2)c1,-12%,0%,0%,7,1%,5%

# From PubChem BioAssay
